Polio RdRp inh: poliovirus RNA polymerase inhibition; P03300; poliovirus polymerase elongation, fluorescence polarization; stronger effect = lower value; % elongation, % (compound at 16.7 µg/mL); 150,000 compounds, 0.66% hits; AID 588519; in the data active = % elongation below about 90%; also: some results filed as inactive read as strong as hits
Target sequence (P03300 1749-2209 limits assumed): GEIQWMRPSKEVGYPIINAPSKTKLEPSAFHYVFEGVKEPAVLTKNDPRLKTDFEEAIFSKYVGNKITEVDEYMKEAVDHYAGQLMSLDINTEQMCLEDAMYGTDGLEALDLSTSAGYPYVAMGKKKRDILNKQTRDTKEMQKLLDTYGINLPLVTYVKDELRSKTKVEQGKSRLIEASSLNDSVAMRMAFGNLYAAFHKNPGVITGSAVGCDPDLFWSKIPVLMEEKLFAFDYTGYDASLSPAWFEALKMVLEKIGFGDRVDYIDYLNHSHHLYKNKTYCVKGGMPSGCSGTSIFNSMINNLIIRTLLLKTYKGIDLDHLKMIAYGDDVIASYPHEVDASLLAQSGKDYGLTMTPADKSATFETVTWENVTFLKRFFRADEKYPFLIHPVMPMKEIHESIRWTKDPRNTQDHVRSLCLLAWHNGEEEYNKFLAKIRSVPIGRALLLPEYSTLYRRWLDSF
Polio RdRp inh FP z-score: second read-out of Polio RdRp inh, no call of its own (marks repeat the call); z-score; measured here: FP z-score; hits read low
Numbers without * were called inactive. The list is partial; the hit share may differ from the screen's.

SMILES | Polio RdRp inh | Polio RdRp inh FP z-score
OCCN1CCN(C(c2ccccc2Cl)c2sc3nc(-c4ccco4)nn3c2O)CC1 (stereo unspecified) | 103.0 | -0.6
CCS(=O)(=O)N1Cc2ccccc2CC1C(=O)N1CCc2ccccc21 (stereo unspecified) | 103.0 | -0.1
O=C(OCC(=O)N1CCN(c2ccccc2)CC1)c1ccccn1 | 100.0 | -0.2
O=C(NCC1OCCc2ccccc21)c1ccc(Br)cc1 (stereo unspecified) | 104.0 | 0.6
CCCCOC(=O)Nc1[nH]c(C)c(C(=O)OCC)c1C | 106.0 | 1.3
COc1cc2c(cc1OC)C(c1ccccc1C(=O)O)=NCC2 | 99.0 | -0.4
O=C(O)/C=C1\NC(=O)c2ccccc21 | 97.0 | -1
CCOc1ncccc1C(=O)N1CCN(C(c2ccccc2)c2ccccc2)CC1 | 106.0 | 0.5
CCOC(=O)c1cnc2c(ccc3ccccc32)c1Nc1ccc(Cl)cc1 | 105.0 | 0
CC(=O)N(Cc1cc2cc(C)ccc2nc1Cl)C1CCCC1 | 104.0 | 0.5
CCOC(=O)N1CCN(Cc2nc3cc(NC(=O)CC(C)C)ccc3n2C(C)C)CC1 | 103.0 | 0
Cc1nnc(SCC(=O)N2CCOCC2)n1/N=C/c1ccc(Cl)cc1 | 105.0 | 0.2
CCN(CC)CCOC(=O)c1ccc(NC(=O)Cn2ncc3c([nH]c4ccc(C)cc43)c2=O)cc1 | 109.0 | 0.4
CN(C)c1cccc(C(=O)Nc2nc3ccc(S(=O)(=O)N4CCCC4)cc3s2)c1 | 111.0 | 0.8
Cc1ccc(C)c(NC(=O)CSc2nccn2-c2cccc(C)c2C)c1 | 102.0 | -1.1
COc1ccc(CNC(=O)c2oc3c(c2C)-c2nn(Cc4ccc(Cl)cc4)cc2CC3)cc1 | 105.0 | -0.3
CC(=O)N1CC(C(=O)Nc2ccc(S(=O)(=O)N3CCOCC3)cc2)Oc2ccccc21 (stereo unspecified) | 97.0 | -0.4
CCN(CC1COc2ccccc2O1)C(=O)Cc1coc2cc3c(cc12)CCC3 (stereo unspecified) | 104.0 | 0.2
O=S(=O)(N=P(C1CCCCC1)(N1CCOCC1)N1CCOCC1)c1ccccc1 | 100.0 | -0.3
COCC(=O)Oc1c(C)cc(Br)cc1C | 97.0 | -1.1
CCOc1nc2cccc(C(=O)OC(C)OC(=O)OC3CCCCC3)c2n1Cc1ccc(-c2ccccc2-c2nn[nH]n2)cc1 (stereo unspecified) | 98.0 | -0.2
O=C(Oc1c(C(=O)c2ccccc2)sc2ccccc12)c1ccco1 | 98.0 | -0.9
Cc1cc(N2CCOCC2)ccc1C=C1C(=O)c2ccccc2C1=O | 115.0 | 5.9
Cc1ccc(S(=O)(=O)N2CCN(C(=O)OC(C)C)CC2)cc1 | 103.0 | 0.3
CCN(CC)CCNc1nc2c(c(=O)[nH]c(=O)n2C)n1Cc1ccccc1Cl | 100.0 | -0.1

The list continues:
SMILES | Polio RdRp inh | Polio RdRp inh FP z-score
COCCn1c(Cc2ccccc2)nnc1SCC(=O)c1ccc2c(c1)CC(=O)N2 | 107.0 | 0.4
CCOC(=O)c1c(NC(=O)COc2cccc(C)c2C)sc2c1CCCCC2 | 99.0 | -0.7
CCOc1ccc(O)c(C(=O)C(F)(F)F)c1 | 103.0 | 0.1
CC(C)CN(CC(C)C)S(=O)(=O)c1cccc2cccnc12 | 100.0 | -0.8
Cc1ccc(-n2c3c(cc(C(=O)Nc4cccc(Cl)c4)c2=O)C(=O)CC(C)(C)C3)cc1 | 105.0 | 0.4
CN(C1CCCC1)C1CCN(C(=O)CNC(=O)/C=C/c2ccccc2)CC1 | 102.0 | 0.2
CC(=O)NCN1CCN(CNC(C)=O)CC1 | 107.0 | 1.2
CC(C)NC(=O)CCn1c(=S)[nH]c2cc3c(cc2c1=O)OCO3 | 98.0 | -1.2
CCc1cccc(C)c1NC(=O)c1cn2c3c(ccc(Cl)c3c1=O)OC(C)C2 (stereo unspecified) | 104.0 | -0.9
CCOc1cc(C(C2C(=O)CC(C)(C)CC2=O)C2C(=O)CC(C)(C)CC2=O)ccc1OCc1c(C)no[n+]1[O-] | 97.0 | -0.4
COC(=O)CN1C(=O)C(C)(C)c2cc(S(=O)(=O)Nc3ccc(C(C)C)cc3)ccc21 | 108.0 | 0.1
CC1=CCC2C(=O)N(CCCC(=O)O)C(=O)C2C1 (stereo unspecified) | 103.0 | 0.7
CC1CCC(C#N)(N(C)C(=O)CN2CC=C(c3ccccc3)CC2)CC1 (stereo unspecified) | 101.0 | -0.1
O=CNC(C(=O)Nc1cccc(Cl)c1)c1ccccc1Cl (stereo unspecified) | 107.0 | 0.5
O=C1CN(c2ccccc2)C=NN1 | 104.0 | 0.2
O=C(O)c1ccc(CN2CCCCC2)cc1 | 102.0 | 0.1
CCOC(=O)c1ccc(NC(=O)C2Cc3ccccc3CN2S(=O)(=O)c2ccc(Cl)cc2)cc1 (stereo unspecified) | 113.0 | -0.2
COc1ccc(N2C(=O)/C(=C\c3ccco3)N=C2SCC(=O)/C(C#N)=C(\C)N)cc1Cl | 103.0 | 0.4
CC1(C)CC(=O)C(C=Nc2cccc(NC3=C(C#N)C(=O)CC(C)(C)C3)c2)=C(O)C1 | 100.0 | -0.3
Cc1ccc(NC2=C/C(=N/S(=O)(=O)c3ccc(F)cc3)c3ccccc3C2=O)cc1C | 102.0 | 0.1
CCOc1ccc(NC(=O)N2CC3CCCN3c3ccccc32)cc1 (stereo unspecified) | 107.0 | 0.2
Cn1c(=O)cc(SCC(=O)N2CCCC2)c2ccc(Cl)cc21 | 102.0 | 0.8
O=C(Nc1ccc(Br)cc1)c1noc2c1CCc1ccccc1-2 | 102.0 | 0.6
CN1CCc2[nH]c(=S)c(C#N)c(-c3cccs3)c2C1 | 102.0 | 0.2
CSc1ccc(CCNC(=O)c2sc3ncccc3c2-n2cccc2)cc1 | 104.0 | -0.6

Remaining list, next part
SMILES | Polio RdRp inh | Polio RdRp inh FP z-score
C=CCC1C=CCC(CC=C)N1C(=O)CCC(=O)O (stereo unspecified) | 106.0 | 1.2
Clc1ccc(Oc2cnccn2)c2ccccc12 | 102.0 | -0.3
C=CCN1C(=O)CN=C(c2cccs2)c2c1sc1c2CCC1 | 103.0 | 0.5
O=C(O)CC1S/C(=N/N=C/C=C/c2ccccc2)NC1=O (stereo unspecified) | 102.0 | 0.1
COc1ccc2nc(N3CCCC3=O)sc2c1 | 103.0 | 0.3
CCC(=O)Nc1ccccc1C(=O)N(C)C | 102.0 | 0.3
CC(=O)NCc1ccc(C(=O)COC(=O)/C=C/c2ccc(C)o2)o1 | 100.0 | 0.1
Cc1cc(=O)n2nc(N(C)CC(=O)NCc3cccc(Br)c3)sc2n1 | 107.0 | -0.1
COc1ccc(OCC(=O)Nc2ccc3c(c2)OCO3)cc1 | 102.0 | 0.1
CN(C1CCCCC1)S(=O)(=O)c1ccc(F)c(F)c1 | 104.0 | 1.3
N#C/C(=C\C=C\c1ccco1)c1nc2c(s1)CCCC2 | 109.0 | 1.6
Cc1ccc(Cn2nc(C)c(C(=O)N3CCC(n4c(=O)[nH]c5ccccc54)CC3)c2Cl)cc1 | 98.0 | -0.9
Cc1ccc(-c2nc3cc(NC(=O)c4cc5ccccc5o4)ccc3o2)cc1 | 104.0 | -0.1
COc1ccccc1CNC(=O)Cc1csc2nc(-c3ccc(Cl)cc3)cn12 | 106.0 | -0.1
CCOC(=O)CN1C(=O)C2(C(C#N)=C(N)Oc3n[nH]c(C)c32)c2ccccc21 (stereo unspecified) | 102.0 | 0.1
CCc1ccc2ncc3c(-c4ccc(F)cc4)nn(CC(=O)NC4CCCCC4)c3c2c1 | 108.0 | 0.5
COC(=O)C1=C(C)NC(=O)C1(NC(=O)c1ccc(Cl)cc1)C(F)(F)F (stereo unspecified) | 101.0 | -0.3
Cc1cc(C=C(C(=O)O)C(=O)O)c(C)n1Cc1ccco1 | 107.0 | 0.5
COc1ccc(-c2nc3sc(CCNC(=O)c4cc(OC)c(OC)c(OC)c4)c(C)n3n2)cc1 | 110.0 | 0.8
COc1ccccc1Nc1nc(C)nc(N)c1S(=O)(=O)c1ccccc1 | 108.0 | 0.9
CN(C)CCCNCc1ccco1 | 103.0 | 0.5
COc1cccc(NC(=O)C2C3C=CC(C4CC34)C2C(=O)O)c1 (stereo unspecified) | 99.0 | -0.3
Cc1cc(-c2ccc(C)c(S(=O)(=O)NCCc3ccccc3)c2)on1 | 107.0 | -0.1
COc1ccc(Oc2ccc(C(F)(F)F)cc2NS(=O)(=O)c2cccc3nonc23)cc1 | 103.0 | 0
COc1ccccc1NC(=O)CN(Cc1ccco1)C(=O)c1ccc(-n2c(C)ccc2C)cc1 | 107.0 | 0.9

Carrying on:
SMILES | Polio RdRp inh | Polio RdRp inh FP z-score
CC(C)CN(C(=O)c1cccc(S(=O)(=O)N2CCCCC2)c1)C1CCS(=O)(=O)C1 (stereo unspecified) | 100.0 | -1.7
Cc1cccc(OC(C)C(=O)O)c1 (stereo unspecified) | 101.0 | -0.1
N#C/C(=C/c1ccco1)c1ccc(Br)cc1 | 102.0 | 0
CCn1cc(C(=O)NCCc2ccc(OC)c(OC)c2)c(=O)c2cc(S(=O)(=O)N3CCc4ccccc4C3)ccc21 | 102.0 | -0.4
CCCCC12CN3CC(C)(CN(C1)C3c1c[nH]c3ccccc13)C2=O (stereo unspecified) | 106.0 | -0.2
Cc1cc(C)cc(NC(=O)C2CCCN2S(=O)(=O)c2cccc3nsnc23)c1 (stereo unspecified) | 106.0 | 0.3
Cc1cccc(C)c1NC(=O)Cn1c(=O)n(CC2CCC(C(=O)NCCc3ccccc3)CC2)c(=O)c2ccccc21 (stereo unspecified) | 106.0 | -0.7
Cc1cc(Cl)ccc1NC(=O)CSc1nnc(/N=C/N(C)C)s1 | 102.0 | 0.3
Nc1nc2c(ccc3[nH]c(=O)c(=O)[nH]c32)s1 | 97.0 | -1.4
CCn1cc(CC(=O)O)c2ccccc21 | 101.0 | -0.1
Cc1cccc(C)c1OCc1nc2c3cnn(-c4ccccc4F)c3ncn2n1 | 75.0* | -2.9*
COc1cc(OC)c(C2Nc3ccccc3-c3nnc(SCc4ccccc4)nc3O2)cc1OC (stereo unspecified) | 108.0 | 1
O=C(NCC(=O)N1CCOCC1)c1ccccc1 | 103.0 | 0.4
CCc1c(C)sc(NC(=O)c2cc(-c3cccc(Cl)c3)on2)c1C#N | 89.0 | -2.1
COc1ccc(CCNC(=O)CSCc2n[nH]c(=O)[nH]2)cc1OC | 102.0 | 1.1
CCOc1ccc(NC(=O)CSc2ncc3c(n2)-c2ccccc2N(C)S3(=O)=O)cc1 | 109.0 | 0.2
c1ccc2c(c1)n1cnnc1c1nncn21 | 100.0 | -0.3
COc1ccc(Cn2c(=O)c3cccnc3n(CC(=O)Nc3ccc(C)c(F)c3)c2=O)cc1 | 106.0 | 0.5
O=C(COC(=O)c1cccnc1Cl)NCc1ccc(Cl)cc1 | 102.0 | 0.5
O=C(c1cc2c(s1)-c1ccccc1OC2)N1CCN(c2ccccc2)CC1 | 104.0 | -0.1
COc1ccccc1C(=O)Nc1cc(C)c(OCC(=O)N2CCOCC2)c(C)c1 | 100.0 | 0

A run of entries from further up, as a working copy:
SMILES | Polio RdRp inh | Polio RdRp inh FP z-score
CC(C)CN(C(=O)c1cccc(S(=O)(=O)N2CCCCC2)c1)C1CCS(=O)(=O)C1 (stereo unspecified) | 100.0 | -1.7
Cc1cccc(OC(C)C(=O)O)c1 (stereo unspecified) | 101.0 | -0.1
N#C/C(=C/c1ccco1)c1ccc(Br)cc1 | 102.0 | 0
CCn1cc(C(=O)NCCc2ccc(OC)c(OC)c2)c(=O)c2cc(S(=O)(=O)N3CCc4ccccc4C3)ccc21 | 102.0 | -0.4
CCCCC12CN3CC(C)(CN(C1)C3c1c[nH]c3ccccc13)C2=O (stereo unspecified) | 106.0 | -0.2
Cc1cc(C)cc(NC(=O)C2CCCN2S(=O)(=O)c2cccc3nsnc23)c1 (stereo unspecified) | 106.0 | 0.3
Cc1cccc(C)c1NC(=O)Cn1c(=O)n(CC2CCC(C(=O)NCCc3ccccc3)CC2)c(=O)c2ccccc21 (stereo unspecified) | 106.0 | -0.7
Cc1cc(Cl)ccc1NC(=O)CSc1nnc(/N=C/N(C)C)s1 | 102.0 | 0.3
Nc1nc2c(ccc3[nH]c(=O)c(=O)[nH]c32)s1 | 97.0 | -1.4
CCn1cc(CC(=O)O)c2ccccc21 | 101.0 | -0.1
Cc1cccc(C)c1OCc1nc2c3cnn(-c4ccccc4F)c3ncn2n1 | 75.0* | -2.9*
COc1cc(OC)c(C2Nc3ccccc3-c3nnc(SCc4ccccc4)nc3O2)cc1OC (stereo unspecified) | 108.0 | 1
O=C(NCC(=O)N1CCOCC1)c1ccccc1 | 103.0 | 0.4
CCc1c(C)sc(NC(=O)c2cc(-c3cccc(Cl)c3)on2)c1C#N | 89.0 | -2.1
COc1ccc(CCNC(=O)CSCc2n[nH]c(=O)[nH]2)cc1OC | 102.0 | 1.1
CCOc1ccc(NC(=O)CSc2ncc3c(n2)-c2ccccc2N(C)S3(=O)=O)cc1 | 109.0 | 0.2
c1ccc2c(c1)n1cnnc1c1nncn21 | 100.0 | -0.3
COc1ccc(Cn2c(=O)c3cccnc3n(CC(=O)Nc3ccc(C)c(F)c3)c2=O)cc1 | 106.0 | 0.5
O=C(COC(=O)c1cccnc1Cl)NCc1ccc(Cl)cc1 | 102.0 | 0.5
O=C(c1cc2c(s1)-c1ccccc1OC2)N1CCN(c2ccccc2)CC1 | 104.0 | -0.1
COc1ccccc1C(=O)Nc1cc(C)c(OCC(=O)N2CCOCC2)c(C)c1 | 100.0 | 0

High-throughput results (PubChem BioAssay)
